Screening data as filed in PubChem.
OXTR ag – activates the human oxytocin receptor; actives 0.32% (n = 320,000); P30559; activation, % at 3 µM; AID 2435; CHO-OTR cells, Fluo-8 calcium fluorescence; normalized: DMSO 0%, oxytocin 100%;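 active = activation above the mean of all tested compounds plus 3 SD, cutoff set per screening run, cut at about 20% in these data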;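 also: peak over basal fluorescence ratio from a 100 s FLIPR kinetic read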
Target sequence (P30559 whole entry, looked up): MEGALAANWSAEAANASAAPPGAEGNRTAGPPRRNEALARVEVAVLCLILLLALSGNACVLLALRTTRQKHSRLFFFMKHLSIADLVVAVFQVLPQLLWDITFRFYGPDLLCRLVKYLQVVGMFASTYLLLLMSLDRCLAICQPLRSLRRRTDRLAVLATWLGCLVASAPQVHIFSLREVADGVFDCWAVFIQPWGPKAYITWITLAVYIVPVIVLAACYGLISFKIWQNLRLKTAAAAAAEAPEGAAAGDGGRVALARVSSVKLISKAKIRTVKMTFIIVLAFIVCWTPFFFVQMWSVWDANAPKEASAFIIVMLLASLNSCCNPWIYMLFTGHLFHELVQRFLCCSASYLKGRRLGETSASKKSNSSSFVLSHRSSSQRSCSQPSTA
GalR3 antag – antagonists of human GalR3 | actives 0.44% (n = 360,000) | inhibition, % at 3 µM | HEK293 GalR3-CNG cAMP membrane potential fluorescence; galR3 body fused to GalR1 C-terminus | O60755;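 active = inhibition above the screen-wide average plus 3 SD, cut at about 13% in these data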;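 also: forskolin and galanin both at EC90 stimulate the cells; cAMP rise reported by CNG channel membrane potential dye signal; 0% = forskolin plus galanin with DMSO and 100% = forskolin alone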
Target sequence (O60755 1-299 limits assumed): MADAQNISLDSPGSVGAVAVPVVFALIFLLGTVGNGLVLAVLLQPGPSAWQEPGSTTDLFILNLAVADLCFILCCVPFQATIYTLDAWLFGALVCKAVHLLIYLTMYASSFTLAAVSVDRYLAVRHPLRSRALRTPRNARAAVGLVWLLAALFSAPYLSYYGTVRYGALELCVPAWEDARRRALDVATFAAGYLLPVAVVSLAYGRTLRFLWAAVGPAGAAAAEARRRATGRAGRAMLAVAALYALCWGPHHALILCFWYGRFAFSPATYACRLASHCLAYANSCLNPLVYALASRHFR
V1R ag counter – V1a receptor agonism, counter-screen for OXTR agonists. P37288. CHO-V1R cells, Fluo-8 calcium fluorescence, agonist mode; 0% DMSO, 100% 3 nM vasopressin. activation, % at 3 µM. actives 0.25% (n = 320,000). AID 2797;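 active = activation above the mean activation of all tested compounds plus 3 SD, per screening run, cut at about 20% in these data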;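 also: signal is peak over basal fluorescence ratio across a 100 second FLIPR read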
Target sequence (P37288 whole entry, looked up): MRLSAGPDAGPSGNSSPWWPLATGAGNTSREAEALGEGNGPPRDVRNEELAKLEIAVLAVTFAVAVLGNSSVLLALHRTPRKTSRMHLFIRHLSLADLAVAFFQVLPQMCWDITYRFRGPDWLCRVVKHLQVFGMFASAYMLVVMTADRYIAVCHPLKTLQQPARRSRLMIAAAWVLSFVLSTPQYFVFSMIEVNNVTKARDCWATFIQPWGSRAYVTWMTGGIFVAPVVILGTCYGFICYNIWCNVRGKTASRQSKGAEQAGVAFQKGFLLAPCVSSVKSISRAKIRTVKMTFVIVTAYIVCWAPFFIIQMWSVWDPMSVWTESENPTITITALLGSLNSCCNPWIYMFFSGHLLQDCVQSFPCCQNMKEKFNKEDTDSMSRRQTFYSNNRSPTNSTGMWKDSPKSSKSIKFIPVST
* = called active by the depositor. Some of the compounds tested, so the mix of outcomes need not match the whole.

Preview (four entries):
SMILES	OXTR ag	GalR3 antag	V1R ag counter
O=C(COC(=O)CN1C(=O)NC2(CCCC2)C1=O)Nc1c(Cl)cccc1C(F)(F)F	-0.9	-5	-0.4
Cc1cc(CNC(=O)COC(=O)Cn2[nH]c(=O)c3ccccc3c2=O)cc(C)c1O	1.5	0	0.7
CCOC(=O)c1ccccc1NC(=O)COc1coc(CN2CCc3ccccc32)cc1=O	-1.9	-5	-1.5
O=C1C[C@H](NC(=O)OCc2ccccc2)CO1	2.3	-6	0.9

The list itself (from the top)
SMILES	OXTR ag	GalR3 antag	V1R ag counter
O=C(COC(=O)CN1C(=O)NC2(CCCC2)C1=O)Nc1c(Cl)cccc1C(F)(F)F	-0.9	-5	-0.4
Cc1cc(CNC(=O)COC(=O)Cn2[nH]c(=O)c3ccccc3c2=O)cc(C)c1O	1.5	0	0.7
CCOC(=O)c1ccccc1NC(=O)COc1coc(CN2CCc3ccccc32)cc1=O	-1.9	-5	-1.5
O=C1C[C@H](NC(=O)OCc2ccccc2)CO1	2.3	-6	0.9
Cc1cc(C(=O)CN2C(=O)C(=O)N(Cc3ccccc3)C2=O)c(C)n1Cc1ccc(F)cc1	1.7	-1	2.3
COc1cc2cnc(-c3ccccc3)c(-c3ccc(C#N)cc3)c2cc1OC	-1.1	0	-0.8
Cc1cc(C)c(S(=O)(=O)N2CCCCC2CCNC(=O)C(=O)NCc2cccnc2)c(C)c1 (centres undefined)	0.8	-6	-0.1
C#CCCOC(=O)N1C2=NC(C(=O)OC)=C(C(=O)OC)[C@@H]3N(C)c4ccccc4[C@]23C[C@H]1CO	-0.1	-3	-1.2
CC(NC(=O)c1ccco1)C(=O)Nc1nccs1 (centres undefined)	1.7	-5	1.2
O=C(COC(=O)Cn1cc(C(F)(F)F)ccc1=O)Nc1ccccc1	1.4	-6	-0.3
CCN(C(=O)COC(=O)CNC(=O)c1ccccc1C)C1=CCCCC1	0.4	4	1.4
Cc1cccc(Oc2ccc(NC(=O)C3=CC=CN4CCS(=O)(=O)N=C34)cc2)c1	21*	-2	7.2
CC(=O)c1ccc(NC(=O)CSc2nnc3ccc(-c4ccccn4)nn23)cc1	0.8	-4	-0.8
Cc1onc(-c2ccccc2)c1-c1nnc(CN2CCN(S(=O)(=O)c3ccccc3F)CC2)o1	8.7	-5	10
CN(CC(=O)Nc1ccccc1Cl)C(=O)COC(=O)c1ccc([N+](=O)[O-])s1	0.9	-2	1.1
C=CC[C@@H](CC(=O)N[C@@H](CO)Cc1ccccc1)C(=O)N[C@@H](COC(=O)[C@@H](CC=C)CC(=O)OC(C)(C)C)Cc1c[nH]c2ccccc12	1.3	-6	0.7
CCO[C@@H]1OC(C(=O)NCc2nc3ccccc3[nH]2)=C[C@H](c2coc3ccccc3c2=O)[C@H]1CCCO	2.5	-3	0.0
CCN(C[C@H]1N[C@@](CC)(C(=O)OC)[C@H]2C(=O)N(Cc3ccccc3)C(=O)[C@@H]12)C(=O)Nc1ccc(C(F)(F)F)cc1	0.0	-6	-0.5
NC(=O)CCS(=O)(=O)CCN1CCN(S(=O)(=O)c2ccc3c(c2)CCC3)CC1	0.0	-6	-0.3
CN(CC(=O)Nc1ccc(F)cc1)C(=O)COC(=O)Cc1c(F)cccc1Cl	1.9	-1	1.8
COc1cc(/C=C/C(=O)O)cc(S(=O)(=O)Nc2cc(C(F)(F)F)ccc2N2CCOCC2)c1OC	0.1	-1	0.3
O=C(COc1ccccc1[N+](=O)[O-])Nc1ccc2c(c1)CCC2	0.5	-4	0.4
COc1ccc(S(=O)(=O)N2CCOCC2)cc1NC(=O)CSc1nnc(C2CC2)n1C1CC1	-0.4	-5	0.2
Cc1ccccc1NC(=O)CSc1nnc(CNC(=O)c2ccco2)n1C	0.5	0	-1.1
COC(=O)[C@]1(C)N[C@H](CN(C)S(=O)(=O)c2ccccc2)[C@@H]2C(=O)N(C)C(=O)[C@@H]21	0.4	-6	0.1
CC[C@]12c3[nH]c4ccccc4c3CCN1C(=O)C(CC(=O)NCCCN(C)C)C[C@@H]2C(=O)N1CCN(C(=O)c2ccco2)CC1 (some centres undefined)	0.3	-8	1.4
Cc1ccc2nc(NC(=O)CSCC(=O)Nc3cc(C)on3)sc2c1	-0.5	-2	0.8
COc1ccc(CC(=O)NNC(=O)CN(C)S(=O)(=O)c2ccc(Cl)cc2)cc1OC	1.0	-2	-0.1
O=C1CC2(CCN(C(=O)COc3ccc(Cl)cc3)CC2)Oc2ccccc21	3.2	-4	4.1
O=C(CCc1nc2ccccc2c(=O)[nH]1)Nc1nnc(SCc2ccc(Cl)cc2)s1	0.6	-3	1.8
Cc1ccccc1NC(=O)CNC(=O)Cc1cccc2ccccc12	-0.8	-3	-0.7
COc1ccc(NC(=O)C(C)N2C(=O)c3ccccc3C2=O)c(OC)c1 (centres undefined)	-0.6	-6	-1.4
O=C(NCCC1CCCCN1S(=O)(=O)c1cccs1)C(=O)Nc1ccccc1 (centres undefined)	-1.4	-4	0.4
Cc1ccccc1OCC(=O)NNC(=O)c1ccc2c(=O)n3c(nc2c1)CCC3	-1.0	-4	0.0
CCOC(=O)[C@H]1[C@H]2COc3ccc(OC)cc3[C@@H]2N2C(=O)CN(Cc3ccc(Cl)cc3)C(=O)[C@@]12C	0.6	-8	0.2
COc1ccc(NC(=O)C2=NN(C3CCS(=O)(=O)C3)C(=O)CC2)cc1S(N)(=O)=O (centres undefined)	0.9	1	0.8
Nc1cc(N)cc(-c2nc3ccccc3o2)c1	-0.6	4	-0.9
CC1(C)CC(=O)C=C(c2ccc(Cl)c(C(F)(F)F)c2)C1	-1.8	-3	-0.8
COc1ccc(C2=NOC(Cn3nc(C(=O)NCc4cccc(Br)c4)cc3-c3ccccc3)C2)cc1 (centres undefined)	3.5	-4	5.3
CN(C(=O)C1CCCC1)C1CCS(=O)(=O)C1 (centres undefined)	0.5	0	1.4
Cc1ccccc1NC(=O)Cc1nc(COC(=O)CCc2ccccc2)cs1	-1.8	-6	0.2
Cc1ccccc1NC(=O)Cc1nc(COC(=O)c2ccc(Cl)nc2)cs1	-1.2	1	-0.1
O=C(COC(=O)c1ccc(Cl)c(S(=O)(=O)NCc2ccccc2)c1)NC1CC1	1.0	-3	0.5
CCC1Nc2ncnc(N3CCN(c4ccccc4)CC3)c2N(Cc2ccc(OC)cc2)C1=O (centres undefined)	1.5	-5	1.2
O=C(O)C[C@H]1c2ccccc2S(=O)(=O)N1C1CCCCC1	-0.2	-3	0.0
Cc1cccc(C)c1Nc1nnc(SCC(=O)NCCCN2CCCC2=O)s1	2.6	-5	0.7
CCN(C[C@H]1N[C@@](C)(C(=O)OC)[C@H]2C(=O)N(C)C(=O)[C@@H]12)C(=O)Nc1ccc(C)cc1	0.4	-7	0.2
COc1ccccc1NS(=O)(=O)c1cccc(NC(=O)c2nn(C)c(=O)c3ccccc23)c1	3.0	-5	6.7
Nc1cc(=O)[nH]c(SCC(=O)Nc2cc(S(=O)(=O)N3CCCCCC3)ccc2Cl)n1	0.5	0	0.4
O=C(NCCc1nc(-c2ccccc2Cl)no1)C1CCCCC1	0.6	-4	0.0
CCOc1ccc(NC(=O)CN(C)C(=O)c2ccccc2-n2cnnn2)cc1OCC	-0.3	-4	-0.4
CN(c1ccccc1)S(=O)(=O)c1ccc(NC(=O)c2ccccc2C(=O)O)cc1	-0.2	-4	-0.5
O=C(C[C@H]1C/C=C\CC[C@@H](Cc2ccc(F)cc2)C(=O)OC[C@H]2CCCN2C1=O)NCCO	-0.3	-3	-0.4
Cc1cc(OCC(=O)Nc2cc(S(=O)(=O)N3CCOCC3)ccc2N2CCCC2)ccc1C(C)C	-0.3	0	0.2
COc1cccc(C(=O)OCC(=O)NCC2CCCO2)c1 (centres undefined)	0.3	-6	0.7
CCCCCC(=O)Nc1ccc(N2CCOCC2)c(S(=O)(=O)Nc2ccc(OC)cc2)c1	-1.0	-2	-0.4
Cc1ccc(NS(=O)(=O)c2ccc(NC(=O)c3ccccc3C(=O)O)cc2)c(C)c1	-0.2	-5	1.3
COc1ccc(NC(=O)N(C)C[C@H]2Oc3c(NC(=O)c4nc5ccccc5s4)cccc3C(=O)N([C@@H](C)CO)C[C@H]2C)cc1	3.9	-1	3.2
CC(NC(=O)Cc1ccc(S(=O)(=O)N2CCOCC2)s1)c1ccc(Cl)c(Cl)c1 (centres undefined)	3.8	-5	3.6
COCCN(C(=O)COC(=O)Cc1coc2cc3c(cc12)CCC3)c1c(N)n(Cc2ccccc2)c(=O)[nH]c1=O	-0.8	-3	0.0
(cont.)
SMILES	OXTR ag	GalR3 antag	V1R ag counter
CCCCn1c(N)c(N(CC(C)C)C(=O)CN(C)S(=O)(=O)c2ccc(F)cc2)c(=O)[nH]c1=O	0.4	-3	0.9
CCN(CC)c1ccc(NC(=O)CSC(=O)c2ccccc2)cc1	-0.2	-6	-0.2
CC1CCCN(S(=O)(=O)c2cc(C(=O)NCc3ccco3)ccc2Cl)C1 (centres undefined)	-1.6	-7	0.7
CCOc1ccc(OCCCC(=O)N(CC)CC(=O)Nc2c(F)cccc2F)cc1	5.4	-1	4.7
O=C(COC(=O)c1cccc(Cl)c1)Nc1cccc(S(=O)(=O)NC2=NCCC2)c1	2.4	0	0.9
Cc1cc(NC(=O)C(C)SCC(=O)N(C)CC(=O)Nc2ccccc2Br)no1 (centres undefined)	-0.2	-4	1.2
CCN(CC(=O)Nc1ccc(OC)cc1)C(=O)c1cc(-c2cccs2)nn1-c1ccccc1	-2.7	-4	-0.6
CC1(C)CCC[C@]2(C)C(CS(=O)c3ccccc3)=C(C=O)CC[C@@H]12 (some centres undefined)	-3.0	-7	-1.8
COc1ccc(CN(C)C(=O)c2ccccc2OCc2c(C)noc2C)cc1OC	1.2	-3	0.5
COc1ccccc1NS(=O)(=O)c1ccc2[nH]c(=S)oc2c1	0.8	-2	1.1
CCCNC(=O)C(Cc1ccccc1)NC(=O)c1ccccn1 (centres undefined)	0.9	-4	-0.4
Cc1ccc(CNC(=O)c2cc(-c3ccccc3)n(Cc3cc(C)no3)n2)cc1	-2.4	-7	-0.7
Cc1ccccc1C(=O)N1CCC(C(=O)Nc2sccc2C(N)=O)CC1	1.3	-6	1.6
COc1ccc(Cc2nnc(SCC(=O)Nc3ccc(C)cc3)n(N)c2=O)cc1	-2.4	-7	-1.6
Cc1c(NC(=O)C(C)OC(=O)c2ccccc2O)c(=O)n(-c2ccccc2)n1C (centres undefined)	0.8	-4	1.0
C=C1CCN([C@@H](CC(C)C)C(=O)Nc2nc3ccc(Cl)cc3s2)S(=O)(=O)c2ccccc21	-0.1	-7	1.9
Cc1ccc(S(=O)(=O)N2CCCCC2)cc1NC(=O)c1ccccc1Cl	3.3	2	1.7
Cc1ccc(NC(=O)c2n[nH]c(=O)c3ccccc23)cc1S(=O)(=O)N1CCOCC1	1.4	-5	1.5
COCC(C)n1c(SCC(=O)N2CC(=O)Nc3ccccc32)nc2ccccc2c1=O (centres undefined)	-0.3	-3	0.1
Cc1ccc2nc3n(c(=O)c2c1)-c1ccccc1C(=O)NC3Cc1ccccc1 (centres undefined)	-1.6	-1	0.0
COc1ccc(NC(=O)CN(C)C(=O)C(C)N2C(=O)c3ccccc3C2=O)cc1 (centres undefined)	0.3	2	0.6
CCCCN1C(N)=NC[C@@H]1CC1CCCCC1	-0.3	-6	0.5
CCc1ccc(NC(=O)CSc2nc(=O)n(CCN(C)C)c3c2CCCC3)cc1	-0.7	-2	-0.1
COc1ccccc1NC(=O)C(=O)NCC1CCCN1S(=O)(=O)c1cccs1 (centres undefined)	-1.6	-3	0.5

7 records picked at random from the list so far, as already listed:
SMILES	OXTR ag	GalR3 antag	V1R ag counter
Cc1ccccc1NC(=O)CSc1nnc(CNC(=O)c2ccco2)n1C	0.5	0	-1.1
CC1(C)CCC[C@]2(C)C(CS(=O)c3ccccc3)=C(C=O)CC[C@@H]12 (some centres undefined)	-3.0	-7	-1.8
Cc1ccc(NC(=O)c2n[nH]c(=O)c3ccccc23)cc1S(=O)(=O)N1CCOCC1	1.4	-5	1.5
O=C(C[C@H]1C/C=C\CC[C@@H](Cc2ccc(F)cc2)C(=O)OC[C@H]2CCCN2C1=O)NCCO	-0.3	-3	-0.4
CCCCN1C(N)=NC[C@@H]1CC1CCCCC1	-0.3	-6	0.5
Cc1ccccc1NC(=O)Cc1nc(COC(=O)CCc2ccccc2)cs1	-1.8	-6	0.2
COc1ccc(S(=O)(=O)N2CCOCC2)cc1NC(=O)CSc1nnc(C2CC2)n1C1CC1	-0.4	-5	0.2

The list goes on:
SMILES	OXTR ag	GalR3 antag	V1R ag counter
COC(=O)c1ccc(CNC(=O)COC(=O)/C=C/c2ccc(OC)c(OC)c2)cc1	-1.9	1	0.4
O=C(COC(=O)C1=NNC(=O)CC1)NCCc1ccccc1	-0.2	0	1.0
Cc1cc(C)c(OCC(=O)OCC(=O)N(C)C2CCS(=O)(=O)C2)c(C)c1 (centres undefined)	0.7	-5	-0.3
CN(C)CCCN(C(=O)c1ccc(Br)s1)c1nc2cc3c(cc2s1)OCCO3	12	-7	5.0
CCCN(Cc1nnc(-c2cccs2)o1)C(=O)CN1C(=O)NC2(CCCCC2C)C1=O (centres undefined)	-0.6	2	1.3
Cc1ccc(C(=O)CN(CCCC(N)=O)C(=O)c2ccncc2)cc1	-0.4	-6	0.9
O=C(CSc1nncs1)N1CCN(C(=O)c2ccco2)CC1	0.7	1	-0.8
COc1ccc(C)cc1NC(=O)c1cc(-c2ccccc2)nc2c1cnn2C(C)C	0.5	-2	0.8
C=CC(=O)Nc1cccc(Oc2cc(Cl)nc3[nH]ccc23)c1	6.0	3	7.3
